E-sel inducer = E-selectin induction on HUVECs. HUVEC E-selectin immunofluorescence imaging; normalized: neutral wells 0, TNF-alpha wells 100. activation, % at 7.58 µM. 260,000 compounds, 0.37% hits;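 active means mean E-selectin-positive cell signal at least 10% of the positive control, reached in at least 60% of replicates, without over 20% cell loss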;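 further: in these data hits start at about 27%; measured in HUVEC primary endothelial cells; signal is the percent of cells scored E-selectin positive by PE staining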
Target sequence (P16581 whole entry, looked up): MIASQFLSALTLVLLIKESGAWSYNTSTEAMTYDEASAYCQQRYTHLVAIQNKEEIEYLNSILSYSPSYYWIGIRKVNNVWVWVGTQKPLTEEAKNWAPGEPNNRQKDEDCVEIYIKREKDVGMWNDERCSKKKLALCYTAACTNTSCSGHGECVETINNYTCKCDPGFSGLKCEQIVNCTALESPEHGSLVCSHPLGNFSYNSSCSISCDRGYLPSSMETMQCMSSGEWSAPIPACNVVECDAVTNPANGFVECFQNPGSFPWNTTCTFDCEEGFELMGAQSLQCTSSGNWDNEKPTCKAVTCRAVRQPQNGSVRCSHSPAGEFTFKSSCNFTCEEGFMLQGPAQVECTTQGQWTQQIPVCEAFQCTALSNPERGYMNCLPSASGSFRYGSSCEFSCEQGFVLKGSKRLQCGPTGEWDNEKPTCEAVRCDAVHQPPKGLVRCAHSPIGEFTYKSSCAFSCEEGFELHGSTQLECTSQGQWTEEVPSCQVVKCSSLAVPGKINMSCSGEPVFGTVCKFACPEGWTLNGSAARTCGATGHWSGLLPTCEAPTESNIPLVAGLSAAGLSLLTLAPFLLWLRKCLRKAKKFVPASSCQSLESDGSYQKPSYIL
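Assay system: HUVEC primary endothelial cells. Input: 3,000 HUVEC seeded per well. Doses: one compound dose added by pin transfer. Read-out basis: % PE-positive cells. Benchmarks: TNF-alpha high, DMSO low. Detection: immunofluorescence imaging. Buffer or medium: EGM-2, gelatin.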
esBAF inh = inhibitors of esBAF chromatin remodeling in mouse ES cells | Bmi1-luciferase knock-in reporter, 24 h; 100% = twice the neutral-well signal | AID 602393 | reporter increase, % at 12.5 µM | 350,000 compounds, 2% hits; in the data active means activation above about 40%;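 further: 0% = median of the plate's neutral control wells and 100% = double that signal; a rise in the Bmi1 reporter signal indicates esBAF inhibition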
EWS-Fli inh = inhibitors of EWS/Fli oncoprotein transcriptional activity. 350,000 compounds, 0.67% hits. A673 NR0B1-luciferase reporter, viability-normalised. inhibition, % at 12.6 µM. AID 651661;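 active means mean inhibition of at least 50% after viability correction, with every replicate also passing that limit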;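 further: firefly luciferase signal divided by Alamar Blue viability fluorescence both relative to DMSO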
RAD52 inh = RAD52 (human) annealing inhibition. recombinant RAD52 DNA annealing, FRET fluorescence. 360,000 compounds, 0.46% hits. AID 651710. P43351. inhibition, % at 18.7 µM;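 active means every replicate showing at least 50% inhibition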
XiGFP reactiv = activators of X-chromosome reactivation in mouse fibroblasts | activation, % at 7.58 µM | XiGFP mouse fibroblasts, % GFP-positive cells imaging, 3 d; cells co-treated with 5-aza-dC sensitizer; scaled so ellipticine positive control = 100% | 360,000 compounds, 0.055% hits;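 active means mean normalized replicate activation at least 10% and every replicate at or above 10%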;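 further: 0% = median of on-plate neutral control wells and 100% = ellipticine 6 µM median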
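Assay system – SV40-immortalized XiGFP fibroblast cells, line 68-5-11 · Buffer or medium – DMEM supplemented with 5-aza-dC as sensitizing agent · Dosing – one concentration, pinned · Benchmarks – positive control ellipticine, 6 µM final · Times – 3 days compound exposure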
FN deposition inh = fibronectin deposition inhibition | AH1F fibroblasts, Alexa488-fibronectin deposition fluorescence, overnight | inhibition, % at 12.6 µM | 350,000 compounds, 0.086% hits | AID 743247;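 active means mean inhibition across replicates of 30% or more, regardless of how many single replicates reach that level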;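 further: positive control wells lacked labelled fibronectin entirely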
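Material – AH1F fibroblast monolayer, labelled fibronectin deposition · Reagent – labelled fibronectin 24 nM · Timing – 1 h adhesion, overnight exposure · Measured by – fluorescence at 485 nm excitation, 525 nm emission · Read-out – inhibition of fibronectin deposition signal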
S100A4 inh HTS = inhibitors of human S100A4 binding to myosin IIA peptide; P26447; S100A4/TAMRA-MyoIIA peptide fluorescence polarization; inhibition, % at 10.7 µM; 360,000 compounds, 0.14% hits; AID 652163;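 active means mean inhibition of at least 70% across replicates, with every replicate also reaching that level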
Target sequence (P26447 whole entry, looked up): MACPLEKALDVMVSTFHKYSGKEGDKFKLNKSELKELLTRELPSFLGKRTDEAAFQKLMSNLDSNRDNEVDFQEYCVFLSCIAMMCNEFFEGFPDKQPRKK
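Compound dosing: one dose per compound; test system: human S100A4 monomer with TAMRA-labelled myosin IIA peptide; probe or stimulus: TAMRA-labelled myosin IIA heavy-chain peptide probe, 5 nM; medium: HEPES buffer with Ca2+, pH 7.2; schedule: 5 min incubation before reading; benchmarks: neutral control DMSO, positive control TFP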
RAD54 inh = RAD54 (human) branch migration inhibition; Q92698; RAD54 Holliday junction branch migration, FAM/BHQ fluorescence; inhibition, % at 10.4 µM; 360,000 compounds, 0.14% hits;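 active means mean normalized replicate activity at least 40 and at least half of replicates scoring 40 or more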;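 further: 0% = median of neutral control wells and 100% = median of positive control wells; inhibitors cause a drop in the FAM fluorescence signal; in these data hits start at about 50%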
* hit, by the source's call; . = no result given.

SMILES	E-sel inducer	esBAF inh	EWS-Fli inh	RAD52 inh	XiGFP reactiv	FN deposition inh	S100A4 inh HTS	RAD54 inh
CN1C(=O)c2cc(NS(=O)(=O)c3ccccc3Cl)ccc2OC[C@H]2O[C@@H](CC(=O)O)CC[C@H]21	-0.1	-3	-1	3	0.1	-1	-11	-3
Cc1ccc(S(=O)(=O)N(C)C)cc1NC(=O)COC(=O)Cc1ccsc1	.	-9	2	-11	0.3	7	2	-8
COc1ccc(C(=O)N/C(=C\c2cn(C)c3ccccc23)C(=O)N2CCN(C)CC2)cc1OC	.	-10	-5	7	0.0	-7	-1	7
Cc1nc(-c2noc(-c3cccc(Cl)c3)n2)c(C(F)(F)F)o1	.	.	-57	2	0.2	-8	8	.
Cc1ccc(-c2nn(C)c(=O)c3ccccc23)cc1CNC(=O)c1ccccc1	.	.	2	-4	0.0	7	-13	1
COc1ccccc1CN(C)C(=O)CN1C(=O)c2ccccc2C1=O	0.3	3	-9	-1	-0.1	-1	0	-3
CC(C)NC(=O)Nc1cccc2c1O[C@H](CN(C)S(=O)(=O)c1ccc(Cl)cc1)[C@@H](C)CN([C@H](C)CO)C2=O	-14	-3	-4	-9	0.0	.	2	-14
Cc1cccc(C(=O)NN2S(=O)(=O)c3ccccc3S2(=O)=O)c1	.	-1	-5	-27	0.3	1	1	4
COCC#Cc1ccc2c(c1)O[C@H](CN(C)C(=O)Nc1ccccc1F)[C@H](C)CN([C@@H](C)CO)S2(=O)=O	0.6	-5	3	-1	0.0	.	2	4
Fc1cccc(/C=N/Nc2cc(N3CCOCC3)ncn2)c1	.	26	-97	-13	0.0	15	4	7

Record cards (already shown).
Shown for `Cc1nc(-c2noc(-c3cccc(Cl)c3)n2)c(C(F)(F)F)o1` : E-sel inducer: .; esBAF inh: .; EWS-Fli inh: -57; RAD52 inh: 2; XiGFP reactiv: 0.2; FN deposition inh: -8; S100A4 inh HTS: 8; RAD54 inh: .
Shown for `COCC#Cc1ccc2c(c1)O[C@H](CN(C)C(=O)Nc1ccccc1F)[C@H](C)CN([C@@H](C)CO)S2(=O)=O` : E-sel inducer: 0.6; esBAF inh: -5; EWS-Fli inh: 3; RAD52 inh: -1; XiGFP reactiv: 0.0; FN deposition inh: .; S100A4 inh HTS: 2; RAD54 inh: 4
Shown for `COc1ccccc1CN(C)C(=O)CN1C(=O)c2ccccc2C1=O` : E-sel inducer: 0.3; esBAF inh: 3; EWS-Fli inh: -9; RAD52 inh: -1; XiGFP reactiv: -0.1; FN deposition inh: -1; S100A4 inh HTS: 0; RAD54 inh: -3

Remaining list, next part.
SMILES	E-sel inducer	esBAF inh	EWS-Fli inh	RAD52 inh	XiGFP reactiv	FN deposition inh	S100A4 inh HTS	RAD54 inh
C/C=C/c1ccc([C@@H]2[C@H](CO)N[C@H]2CN(CC)C(=O)c2ccccn2)cc1	-0.3	-4	-3	16	0.1	.	-6	5
CO[C@H]1CC[C@@H]2CCOc3ccc(C#N)cc3C(=O)N(C)C[C@H](OC)[C@H](C)C(=O)N(C)C[C@@H]1O2	0.2	4	1	4	-0.1	-5	-3	4
CCC(=O)N1CC(=O)N2[C@@H](CO)[C@@H](c3ccc(C#CCC(C)C)cc3)[C@@H]2C1	0.0	.	-2	6	0.0	-6	.	.
O=C(COc1ccc(C(=O)NCC2CCCO2)cc1)Nc1cccc(C(F)(F)F)c1 (configuration not stated)	0.0	.	2	-10	0.0	-3	-8	.
C[C@@H]1CCCCO[C@@H](CN(C)C(=O)Cc2ccccc2)[C@H](C)CN([C@H](C)CO)C(=O)c2cc(N(C)C)ccc2O1	-0.4	5	2	.	-0.2	.	.	.
O=C(C[C@H]1CC[C@@H](NS(=O)(=O)c2ccccc2)[C@@H](CO)O1)N1CCN(c2ccccc2)CC1	0.2	.	-8	-10	0.3	.	-4	.
O=C(NC1CC1)c1ccc(CN(c2ccccc2)S(=O)(=O)c2ccccc2)cc1	21	.	-5	-6	0.0	7	-2	.
CCOC(=O)C1(C(=O)OCC)C(C(=O)c2ccccc2)C1c1ccccc1 (configuration not stated)	1.0	-5	5	-10	0.0	5	-4	8
Cc1cc(C(=O)Nc2ccc(F)cc2C)n(-c2ccccc2)n1	.	.	1	-9	-0.1	6	0	.
O=C(O)c1cccnc1SCc1cn2cc(Cl)ccc2n1	0.5	-2	6	-12	.	5	-8	4
CC1CCCC(NC(=O)COC(=O)c2ccc3ncsc3c2)C1C (configuration not stated)	.	6	-9	-12	0.2	4	1	2
CCCC#Cc1ccc([C@@H]2[C@H](CO)N3CCCCN(C(=O)NC4CCCC4)C[C@@H]23)cc1	-0.1	-3	-5	10	0.0	.	1	-5
CN(C)C=Nc1c(C(=O)c2ccccc2)sc2nccc(N(C)C)c12	0.5	.	-15	-8	0.0	1	0	.
Cc1ccccc1C(=O)c1cccn1CC(=O)NCCCN1CCCCC1	7.4	.	.	-19	0.1	3	-15	.
O=C(N[C@@H]1CC[C@H](CC(=O)N2CCOCC2)O[C@@H]1CO)c1cccc(F)c1	-0.2	-4	7	9	0.5	-2	5	-2
COCCNC(=O)C[C@@H]1C[C@@H]2c3cc(NS(C)(=O)=O)ccc3O[C@@H]2[C@@H](CO)O1	-0.1	-4	3	3	0.1	1	2	1
CC1(C)S[C@@H]2[C@H](NC(=O)C(NC(=O)N3CCNC3=O)c3ccccc3)C(=O)N2[C@H]1C(=O)O (some centres not stated)	-0.1	-3	-7	-2	0.0	14	6	-9
O=C(O)CNC(=O)CC1S/C(=N/N=C/c2ccccc2O)NC1=O (configuration not stated)	-0.1	.	-7	-21	0.1	-3	0	.
CC(C)c1ccc(NC(=O)CSc2nc(=O)n(CCCN3CCOCC3)c3c2CCC3)cc1	0.3	3	16	-10	0.0	-8	-3	7
C[C@@H]1CN([C@@H](C)CO)C(=O)c2cc(NC(=O)Nc3ccc(C(F)(F)F)cc3)ccc2O[C@H]1CN(C)Cc1ccc2c(c1)OCO2	-0.4	-2	2	0	0.0	.	3	5
Cc1ccc(N2C(=O)CC(C)CC2=O)cc1	-0.1	1	-3	-7	0.1	0	-7	-3
O=C(C[C@H]1C[C@@H]2c3cc(NC(=O)C4CCOCC4)ccc3O[C@@H]2[C@@H](CO)O1)NCc1cccc(F)c1	0.0	0	0	9	0.1	5	-6	15
CC=Cc1ccc2n(c1=O)C[C@H]1[C@H](CO)[C@@H](C(=O)NCC3CC3)[C@@H]2N1Cc1ccccc1F (mixture of isomers)	-0.1	3	-2	-3	0.4	.	7	-1
CCOC(=O)C1=CNS(=O)(=O)NC1c1ccc(C(=O)OC)cc1 (configuration not stated)	.	1	2	-6	-0.1	.	4	5
COC(=O)C1=CN(c2cc(C)cc(C)c2)C=C(C(=O)OC)C1c1ccc(OC)c(O)c1	-0.1	5	5	2	-0.1	5	-2	-1
C/C=C/c1cnc2c(c1)C(=O)N([C@@H](C)CO)C[C@H](C)[C@H](CN(C)C(=O)c1ccc3c(c1)OCO3)O2	-0.1	-5	-14	0	-0.2	-3	5	3
COc1ccc(-c2cnc3c(c2)C(=O)N([C@H](C)CO)C[C@H](C)[C@@H](CN(C)C(=O)C2CCOCC2)O3)cc1	0.0	2	-4	4	0.0	.	-35	0
CCOC(=O)c1nn(-c2ccccc2)c2nnc(Cc3ccccc3)c(=O)n12	.	.	-16	-13	0.1	3	-5	.
Cc1cc(NS(=O)(=O)c2ccc(NC(=O)c3ccc([N+](=O)[O-])c(Cl)c3)cc2)no1	-0.2	-1	.	-21	-0.1	-2	-2	-4
COc1ccccc1NC(=O)N[C@@H]1CC[C@H](CCNC(=O)Cc2ccccn2)O[C@H]1CO	-0.5	-2	-1	-13	-0.6	2	-2	5
CC(C)(C)c1ccc(-c2n[nH]c(=S)n2Cc2ccccc2)cc1	1.6	-3	28	-10	0.3	-10	5	-1
CN(C)CC(=O)N[C@@H]1C=C[C@H](CC(=O)NCCN2CCCCC2)O[C@@H]1CO	-0.3	-4	-5	-3	0.0	-33	0	4
CCOc1ccc(NC(=O)CN(C)C(=O)c2cc(S(=O)(=O)N3CCCCC3)ccc2Cl)cc1OCC	0.0	5	7	-5	0.1	0	-3	-2
O=S(=O)(c1ccc(NC(=S)N/N=C/c2cccc(Oc3ccccc3)c2)cc1)N1CCOCC1	.	.	8	-24	0.0	5	9	.
COc1ccccc1Nc1ncnc2c1c(C)c(C)n2CCCN(C)C	0.2	-5	21	10	0.0	-1	-2	10
C[C@H](CO)N1C[C@H](C)[C@H](CN(C)C(=O)NC2CCCCC2)OCc2ccccc2-c2c(n(C)c3ccccc23)C1=O	-0.2	21	2	7	0.1	-11	14	1
COCC(=O)N1[C@H](CO)[C@@H](c2ccc(-c3cccc(F)c3)cc2)[C@@H]1C#N	-0.4	-2	8	-67	0.4	-6	6	4
O=C1O[C@@H](c2ccccc2)C[C@@H](O)C(=O)CCCc2ccccc21	0.1	.	-7	-15	0.0	.	16	.
CCC(=O)N(C)C[C@@H]1Oc2cc(Br)ccc2S(=O)(=O)N([C@@H](C)CO)C[C@H]1C	0.2	0	-10	0	0.0	-1	-9	-4
O=C(C1CCCCC1)N1CC(=O)N2[C@@H](CO)[C@H](c3ccc(-c4ccccc4F)cc3)[C@@H]2C1	0.2	.	2	-20	0.0	11	-6	.
Cc1oc(-c2cccs2)nc1CN1CCC(c2ccccc2)CC1	4.2	-2	-1	-21	0.2	-11	-2	-12
Cc1cc(OCC(=O)OCC(=O)Nc2cccnc2Cl)ccc1Cl	1.0	5	3	-10	0.6	-1	18	1
CCOc1ccc2nc(NC(=O)CSc3cn[nH]n3)sc2c1	.	-32	-22	2	0.1	6	5	7
COc1ccc(NC(=O)CC2C(=O)N(C)C(=S)N2Cc2ccncc2)cc1 (configuration not stated)	-0.3	4	9	10	-0.2	1	-7	5
Cc1cccc(NC(=O)c2ccc(CN3CCN(Cc4ccccc4)CC3)cc2)c1	2.4	.	15	-10	0.0	-4	-8	.
C[C@@H]1CN([C@@H](C)CO)C(=O)c2cc(NC(=O)c3ccncc3)ccc2O[C@@H](C)CCCCO[C@@H]1CN(C)C(=O)c1ccncc1	0.1	-5	.	-12	0.1	12	1	5
CCCCN(C(=O)CN1C(=O)C2CCCCC2C1=O)c1c(N)n(CCC)c(=O)[nH]c1=O (configuration not stated)	0.1	4	-6	-1	0.0	-3	1	2
C[C@H](CO)N1C[C@H](C)[C@H](CN(C)C)Oc2ncc(-c3cccc(C(F)(F)F)c3)cc2C1=O	0.3	5	-5	0	0.5	7	-13	-11
CC(C)C[C@H]1CN([C@@H](Cc2ccccc2)CN2CCC[C@@H]2CN2C(=O)C(=O)NC[C@@H]2Cc2ccccc2)C(=O)C(=O)N1CC1CCCCC1	1.2	1	24	-12	0.2	-3	-7	8
CO[C@@H]1CN(C)C(=O)c2ccc(NS(C)(=O)=O)cc2OC[C@@H](C)N(C(=O)C2CCCC2)C[C@@H]1C	-0.1	.	5	-10	0.0	-7	-4	.
O=C(C1CC1)N1CCCCN2[C@H](CO)[C@@H](c3ccc(C#CC4CC4)cc3)[C@H]2C1	.	.	-3	8	.	.	-6	-1
C[C@@H]1CN([C@H](C)CO)S(=O)(=O)c2ccc(C3=CCCC3)cc2O[C@@H]1CN(C)Cc1cccnc1	-0.3	2	7	19	0.1	-8	4	2

Bioassay records as filed in PubChem.
